Screening results: PubChem, Vanderbilt High Throughput Screening Facility
GluA2 TARP mod – modulators of GluA2-stargazin AMPA receptor complexes, primary screen, cell-based, membrane potential dye; Voltage-dependent calcium channel gamma-2 subunit (Mus musculus) + Glutamate receptor 2 …; HEK293 GluA2+stargazin, membrane potential dye (FDSS), glutamate EC50; hits were called plate by plate, in both directions; calls only at 30 µM; 40,000 tested, 3.5% active; AID 1259245, 2017;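 active = any of four per-well response measures lying three or more SD from its plate-wide compound average, in either direction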
Target sequence (O88602 whole entry, looked up): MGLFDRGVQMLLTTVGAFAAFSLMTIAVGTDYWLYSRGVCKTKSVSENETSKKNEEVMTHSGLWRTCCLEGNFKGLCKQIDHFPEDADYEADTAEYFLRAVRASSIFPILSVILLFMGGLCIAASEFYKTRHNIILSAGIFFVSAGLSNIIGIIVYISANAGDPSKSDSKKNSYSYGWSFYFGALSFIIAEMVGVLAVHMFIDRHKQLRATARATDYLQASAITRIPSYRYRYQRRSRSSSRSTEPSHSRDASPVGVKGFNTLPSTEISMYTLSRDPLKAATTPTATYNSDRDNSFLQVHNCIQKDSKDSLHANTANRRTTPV
Target sequence (P19491 whole entry, looked up): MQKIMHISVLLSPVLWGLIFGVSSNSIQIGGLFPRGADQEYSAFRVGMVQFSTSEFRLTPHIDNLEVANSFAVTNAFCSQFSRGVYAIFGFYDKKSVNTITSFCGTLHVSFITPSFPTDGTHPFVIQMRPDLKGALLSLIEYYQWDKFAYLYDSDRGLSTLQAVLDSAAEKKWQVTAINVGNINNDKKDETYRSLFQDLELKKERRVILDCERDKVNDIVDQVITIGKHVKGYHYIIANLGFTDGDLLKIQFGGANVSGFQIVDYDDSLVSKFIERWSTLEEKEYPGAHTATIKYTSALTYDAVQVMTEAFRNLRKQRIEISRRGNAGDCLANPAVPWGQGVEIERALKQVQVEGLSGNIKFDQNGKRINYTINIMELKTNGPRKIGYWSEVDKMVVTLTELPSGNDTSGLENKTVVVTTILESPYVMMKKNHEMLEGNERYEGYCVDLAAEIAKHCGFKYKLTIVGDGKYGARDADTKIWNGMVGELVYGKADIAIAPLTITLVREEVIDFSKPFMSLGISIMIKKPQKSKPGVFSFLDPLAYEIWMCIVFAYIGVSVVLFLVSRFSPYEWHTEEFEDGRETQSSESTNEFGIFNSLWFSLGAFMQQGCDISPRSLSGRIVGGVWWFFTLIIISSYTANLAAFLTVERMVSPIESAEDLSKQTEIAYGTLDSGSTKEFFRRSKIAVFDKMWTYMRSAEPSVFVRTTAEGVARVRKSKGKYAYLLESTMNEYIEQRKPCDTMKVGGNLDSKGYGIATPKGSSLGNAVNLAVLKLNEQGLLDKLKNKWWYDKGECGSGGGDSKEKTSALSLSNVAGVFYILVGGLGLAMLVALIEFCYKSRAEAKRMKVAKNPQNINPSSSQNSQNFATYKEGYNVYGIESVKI
GluA2 TARP mod agonism max-min – further read-out of GluA2 TARP mod, marked with its call; compound max-min signal; compound-alone response (agonism);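 unitless range of fluorescence divided by baseline over first 100 seconds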
GluA2 TARP mod glutamate slope – recorded beside GluA2 TARP mod, whose call it bears; glutamate slope, % of max; measured here: glutamate response slope, % max;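 scaled per plate between vehicle wells and maximal 1 mM glutamate control wells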
Active calls of the source: *; i = inactive; + = active, no number. Some of the compounds tested, so the mix of outcomes need not match the whole.

entry | Compound | GluA2 TARP mod | GluA2 TARP mod agonism max-min | GluA2 TARP mod glutamate slope
1 | CCCNC(=O)CCCCn1c(=O)c2ccccc2n(CC(=O)N2CCOc3ccc(C)cc32)c1=O | i | 0.0945 | 57.3
2 | CCCNC(=O)C(=O)NCC1CCN(Cc2ccccc2)CC1 | i | 0.0694 | 61.5
3 | O=C(Nc1cccc(N2CCCCC2=O)c1)C(=O)NC1CCCCCC1 | i | 0.0552 | 50.0
4 | O=C(/C=C/c1cccnc1)c1c(-c2ccccc2)c2ccccc2[nH]c1=O | i | 0.124 | 44.6
5 | COCC(C)(O)CNC(=O)c1ccc(Cl)cc1 (centres undefined) | + | 0.0956* | 7.8*
6 | CNC(=O)C(=O)NCC1OCCCN1S(=O)(=O)c1c(C)cc(C)cc1C (centres undefined) | i | 0.112 | 59.4
7 | COc1ccccc1CNC(=O)C(=O)NCC1CCN(C)CC1 | i | 0.0948 | 60.1
8 | COC(=O)c1ccc(C(=O)NCC2CCN(C(=O)Nc3ccc(F)cc3)CC2)cc1 | i | 0.0533 | 51.3
9 | O=C(CCn1nnc2ccccc2c1=O)NCc1ccncc1 | i | 0.123 | 55.7
10 | COc1ccc(S(=O)(=O)CCC(=O)N(CCN(C)C)c2nc3c(Cl)cccc3s2)cc1 | i | 0.0835 | 55.7
11 | COc1ccc(NC(=O)N2CCN(c3cc(OC)nc(OC)n3)CC2)cc1 | i | 0.107 | 65.2
12 | O=C(Cc1ccc(Br)cc1)NCCOc1ccc(-c2ccco2)nn1 | i | 0.105 | 74.2
13 | O=C(NCC(c1ccsc1)N1CCCCCC1)c1c(F)cccc1Cl (centres undefined) | + | 0.129* | 54.4*
14 | CCCOc1ccc(-n2nnc(C(=O)NCCc3ccccc3)c2C)cc1 | i | 0.118 | 66.0
15 | Cn1nc(-c2ccc(NS(=O)(=O)c3ccc(OC(F)(F)F)cc3)cc2)ccc1=O | i | 0.0979 | 59.5
16 | C#CCSc1c(C)cnc2c1c(=O)n(C)c(=O)n2C | i | 0.058 | 38.6

2 entries from above, with the structure last.
entry	GluA2 TARP mod	GluA2 TARP mod agonism max-min	GluA2 TARP mod glutamate slope	SMILES
13	+	0.129*	54.4*	O=C(NCC(c1ccsc1)N1CCCCCC1)c1c(F)cccc1Cl (centres undefined)
4	i	0.124	44.6	O=C(/C=C/c1cccnc1)c1c(-c2ccccc2)c2ccccc2[nH]c1=O

Continued:
entry | Compound | GluA2 TARP mod | GluA2 TARP mod agonism max-min | GluA2 TARP mod glutamate slope
17 | Cn1c(=O)c2c(nc3n(-c4ccccc4F)c(-c4ccccc4)cn23)n(C)c1=O | i | 0.143 | 63.4
18 | Cn1c(C(F)(F)F)nn(CCNC(=O)C2c3ccccc3Oc3ccccc32)c1=O | i | 0.0645 | 48.4
19 | Cn1cccc(C(=O)NCC2CCN(S(C)(=O)=O)CC2)c1=O | i | 0.0696 | 44.5
20 | COc1ccccc1CC(=O)N1CCN(c2ccc(-c3ccccn3)nn2)CC1 | i | 0.136 | 46.1
21 | Cc1cccc(C(=O)N(CCN2CCOCC2)c2nc3c(F)cc(F)cc3s2)c1 | i | 0.0442 | 49.4
22 | CCOC(=O)c1ccc(NC(=O)c2ccc(S(=O)(=O)N(C)C3CC3)cc2)cc1 | i | 0.127 | 75.8
23 | COC1CCN(C(=O)c2cc(-c3ccccc3)nn2C)CC1 | i | 0.156 | 48.8
24 | CS(=O)(=O)N1CCCC(C(=O)Nc2nnc(CCSc3ccccc3)o2)C1 (centres undefined) | i | 0.0668 | 53.4
25 | COc1ccccc1N1CCN(C(=O)CS(=O)(=O)c2ccc(Cl)s2)CC1 | i | 0.106 | 40.9
26 | CCCCS(=O)(=O)N1CCN(c2ccc(Nc3cccc(C)n3)nn2)CC1 | + | 0.362* | 41.8*
27 | O=C(Nc1ccc2c(c1)N(C(=O)c1ccccc1)CCC2)c1cc(-c2ccccc2)on1 | i | 0.0852 | 62.9
28 | COc1ccccc1C(=O)N1CCN(c2nccn2-c2ccc(C)cc2)CC1 | i | 0.0452 | 49.4
29 | CCOc1ccc(N2CC(C)Cn3c2nc2c3c(=O)n(CCCc3ccccc3)c(=O)n2C)cc1 (centres undefined) | i | 0.0847 | 31.2
30 | Cc1ccc2c(CC(=O)Nc3ccc(F)cc3F)cc(=O)oc2c1 | i | 0.0941 | 50.7
31 | COc1ccc(OCC(O)Cn2c(N3CCCCCC3)nc3c2c(=O)n(C)c(=O)n3C)cc1 (centres undefined) | i | 0.116 | 45.8
32 | COc1ccc(Cl)cc1C(=O)NCCCN1CCN(c2ccccc2)CC1 | i | 0.0491 | 46.8
33 | COc1ccc(S(=O)(=O)N2CCCc3cc(NC(=O)C4CC4)ccc32)cc1 | i | 0.128 | 44.2
34 | CCN(Cc1ccccc1)C(=O)c1cc2cccnc2n(Cc2ccccc2)c1=O | i | 0.0305 | 65.3
35 | O=C(CCCS(=O)(=O)c1ccc(Cl)cc1)Nc1ccc(-c2nc3ccccc3[nH]2)cc1 | i | 0.12 | 50.4
36 | O=C(c1ccc([N+](=O)[O-])o1)N(CCN1CCOCC1)c1nc2c(F)cccc2s1 | + | 0.134* | 68.2*
37 | COc1ccc(N2CC(c3nc4ccccc4n3Cc3ccccc3)CC2=O)cc1 (centres undefined) | i | 0.0839 | 59.2
38 | O=C(NCCSc1ncc(-c2ccccc2)[nH]1)NCc1ccc(F)cc1 | i | 0.127 | 38.8
39 | COC(=O)Cn1c(=NC(=O)c2ccnn2C)sc2cc3c(cc21)OCO3 | i | 0.0834 | 50.3
40 | COCCn1c(=O)c2c(nc3n(-c4cccc(C)c4C)c(C)c(C)n23)n(C)c1=O | i | 0.0673 | 33.9
41 | CN1CCN(CC(O)COCCOc2ccc(C(C)(C)C)cc2)CC1 (centres undefined) | i | 0.067 | 55.0
42 | COc1ccc(-c2ccc(=O)n(CC(=O)Nc3cc(C)on3)n2)cc1OC | i | 0.0529 | 42.6
43 | CCOc1ccc(C(=O)CSc2nccn(-c3cccc(F)c3)c2=O)cc1 | i | 0.0839 | 59.7
44 | COc1ccc(Cl)cc1NC(=O)c1ccc(=O)n(Cc2cc(C)ccc2C)c1 | i | 0.0495 | 42.8
45 | CNC(=O)Cc1csc(NC(=O)c2ccc[nH]c2=O)n1 | i | 0.0708 | 29.9
46 | CCCS(=O)(=O)N1CCc2ccc(NC(=O)c3cn(C)nc3OC)cc2C1 | i | 0.114 | 62.7
47 | O=C(NCCn1ncc2c(N3CCN(c4ncccn4)CC3)ncnc21)c1ccc2ccccc2c1 | i | 0.0406 | 57.8
48 | COc1c(C)cc(S(=O)(=O)Nc2ccc3c(c2)N(C(=O)c2cccs2)CC3)cc1C | i | 0.0735 | 61.5
49 | CCOC(=O)CCC(=O)N1CCc2ccccc21 | i | 0.0302 | 29.3
50 | O=C(CN1C(=O)c2cccc3cccc1c23)Nc1ccc(F)cc1F | i | 0.0888 | 10.2
51 | COc1ccc2nc(-c3cccc(NC(=O)C(c4ccccc4)c4ccccc4)c3)cn2n1 | i | 0.0397 | 37.7
52 | Cc1ccc(C)c(Sc2cc(N3CCC(C(=O)NCCN4CCCC4)CC3)ncn2)c1 | i | 0.0911 | 58.5
53 | CC1CCc2nc(NC(=O)CCCS(=O)(=O)c3ccccc3)sc2C1 (centres undefined) | i | 0.107 | 67.5
54 | CC(=O)Cn1c(CN2CCN(c3ccc(F)cc3)CC2)nc2c1c(=O)n(C)c(=O)n2C | i | 0.0493 | 52.4
55 | COc1ccc(CCC(=O)NCCN2CCC(c3cccs3)CC2)cc1 | i | 0.0992 | 61.2
56 | COC(=O)c1ccc2occ(-c3oc4ccc(C(=O)OC)cc4c3O)c2c1 | + | 0.173* | 65.8*

Rewritten screen by screen: part of the list above.
35. O=C(CCCS(=O)(=O)c1ccc(Cl)cc1)Nc1ccc(-c2nc3ccccc3[nH]2)cc1
36. O=C(c1ccc([N+](=O)[O-])o1)N(CCN1CCOCC1)c1nc2c(F)cccc2s1
37. COc1ccc(N2CC(c3nc4ccccc4n3Cc3ccccc3)CC2=O)cc1 (centres undefined)
38. O=C(NCCSc1ncc(-c2ccccc2)[nH]1)NCc1ccc(F)cc1
39. COC(=O)Cn1c(=NC(=O)c2ccnn2C)sc2cc3c(cc21)OCO3
40. COCCn1c(=O)c2c(nc3n(-c4cccc(C)c4C)c(C)c(C)n23)n(C)c1=O
41. CN1CCN(CC(O)COCCOc2ccc(C(C)(C)C)cc2)CC1 (centres undefined)
42. COc1ccc(-c2ccc(=O)n(CC(=O)Nc3cc(C)on3)n2)cc1OC
Screen / compound no.,35,36,37,38,39,40,41,42
GluA2 TARP mod,i,+,i,i,i,i,i,i
GluA2 TARP mod agonism max-min,0.12,0.134*,0.0839,0.127,0.0834,0.0673,0.067,0.0529
GluA2 TARP mod glutamate slope,50.4,68.2*,59.2,38.8,50.3,33.9,55.0,42.6

43. CCOc1ccc(C(=O)CSc2nccn(-c3cccc(F)c3)c2=O)cc1
44. COc1ccc(Cl)cc1NC(=O)c1ccc(=O)n(Cc2cc(C)ccc2C)c1
45. CNC(=O)Cc1csc(NC(=O)c2ccc[nH]c2=O)n1
46. CCCS(=O)(=O)N1CCc2ccc(NC(=O)c3cn(C)nc3OC)cc2C1
47. O=C(NCCn1ncc2c(N3CCN(c4ncccn4)CC3)ncnc21)c1ccc2ccccc2c1
48. COc1c(C)cc(S(=O)(=O)Nc2ccc3c(c2)N(C(=O)c2cccs2)CC3)cc1C
49. CCOC(=O)CCC(=O)N1CCc2ccccc21
50. O=C(CN1C(=O)c2cccc3cccc1c23)Nc1ccc(F)cc1F
Screen / compound no.,43,44,45,46,47,48,49,50
GluA2 TARP mod,i,i,i,i,i,i,i,i
GluA2 TARP mod agonism max-min,0.0839,0.0495,0.0708,0.114,0.0406,0.0735,0.0302,0.0888
GluA2 TARP mod glutamate slope,59.7,42.8,29.9,62.7,57.8,61.5,29.3,10.2

51. COc1ccc2nc(-c3cccc(NC(=O)C(c4ccccc4)c4ccccc4)c3)cn2n1
52. Cc1ccc(C)c(Sc2cc(N3CCC(C(=O)NCCN4CCCC4)CC3)ncn2)c1
53. CC1CCc2nc(NC(=O)CCCS(=O)(=O)c3ccccc3)sc2C1 (centres undefined)
54. CC(=O)Cn1c(CN2CCN(c3ccc(F)cc3)CC2)nc2c1c(=O)n(C)c(=O)n2C
55. COc1ccc(CCC(=O)NCCN2CCC(c3cccs3)CC2)cc1
56. COC(=O)c1ccc2occ(-c3oc4ccc(C(=O)OC)cc4c3O)c2c1
Screen / compound no.,51,52,53,54,55,56
GluA2 TARP mod,i,i,i,i,i,+
GluA2 TARP mod agonism max-min,0.0397,0.0911,0.107,0.0493,0.0992,0.173*
GluA2 TARP mod glutamate slope,37.7,58.5,67.5,52.4,61.2,65.8*
